SRC1 TRFRET art: counter-screen for PPARgamma SRC-1 recruitment agonists: TR-FRET artefact; TR-FRET detection artefact counter-screen, emission ratio; hits give high values; TR-FRET ratio at 8 µM; 0.34% of 99,000 active; AID 1051; in the data active = TR-FRET ratio above about 2300; note: inactives centre near 1800; reference of the scale not given here
SRC3 TRFRET art: TR-FRET artefact, counter-screen to PPARgamma/SRC-3 agonist assay. PPARgamma/SRC-3 format; hits give high values. TR-FRET ratio at 8 µM. 0.39% of 99,000 active. AID 1048; in the data active = TR-FRET ratio above about 2000; note: inactives centre near 1600; reference of the scale not given here
* = called active by the depositor. Only part of the results is shown; rates above refer to the full screens.

Sample of the layout, 3 compounds:
SMILES	SRC1 TRFRET art	SRC3 TRFRET art
O=C(c1cccc([N+](=O)[O-])c1)N1CCOCC1	1789	1740
O=Cc1ccc(OCc2nnsc2Cl)cc1	1924	1595
O=C(/C=C/c1ccccc1Cl)Nc1ccc2c(c1)C(=O)NC2=O	1861	1705

This part in full, repeating the preview:
SMILES	SRC1 TRFRET art	SRC3 TRFRET art
O=C(c1cccc([N+](=O)[O-])c1)N1CCOCC1	1789	1740
O=Cc1ccc(OCc2nnsc2Cl)cc1	1924	1595
O=C(/C=C/c1ccccc1Cl)Nc1ccc2c(c1)C(=O)NC2=O	1861	1705
O=c1ccn(Cc2ccc(F)cc2)c2ccnc(C(F)(F)F)c12	1856	1460
Cc1ccc(-n2nnc(-c3ccnc4ccccc34)n2)cc1	1544	1644
O=C(NC(=S)N1CCN(C/C=C/c2ccccc2)CC1)c1c(F)cccc1F	1755	1544
Cn1c(=O)c2c(ncn2CC(=O)N2CCN(C(=O)c3ccco3)CC2)n(C)c1=O	1820	1413
CCOC(=O)c1cccc2c(=O)c(C(=O)c3ccc(Cl)cc3)c(C(=O)OC)[nH]c12	1954	1756
CCC(/C=C1\Sc2ccc(OC)cc2N1CC)=C\c1sc2ccc(OC)cc2[n+]1CCCS(=O)(=O)[O-]	1838	1651
COc1ccc(OCCC(=O)OCC(=O)NCCC2=CCCCC2)cc1	1783	1533
CCN(CC)CCNCc1cc(Cl)c(OCC(=O)Nc2ccccc2)c(OC)c1	1801	1435
CN(Cc1ccco1)C(=O)Cn1nc(-c2ccc(Cl)cc2)ccc1=O	1935	1582
CCCN1C(=O)/C(=C\c2ccncc2)SC1=Nc1ccccc1	1585	1442
CC(C)CCN(N=O)[C@@H](Cc1ccccc1)CN(N=O)[C@@H](Cc1ccccc1)CN(C)N=O	1793	1578
CCN(CC)C1CCN(c2nc3nonc3nc2NCCOC)C1 (stereo not drawn)	1581	1578
CCCNC(=O)CNC(=S)N(Cc1ccccc1F)C1CCCCC1	1805	1779
O=C(CCCN1C(=O)/C(=C/c2cccs2)SC1=S)Nc1cccc(C(=O)O)c1	1922	1624
CN1C(=O)NC(c2ccccc2)C2=C1CN(c1cccc(C(F)(F)F)c1)C2=O (stereo not drawn)	1931	1543
C=CCNC(=O)c1cccc(NS(=O)(=O)c2ccc(Cl)cc2)c1	1457	1465
CCCCN(C(=O)CSc1nnc2ccccn12)c1c(N)n(Cc2ccccc2)c(=O)[nH]c1=O	1795	1550
Cc1cc(NC(=O)Nc2ccc(F)cc2F)n(C)n1	1604	1606
Cc1cc(C)cc(NC(=O)CCn2ccnc2C)c1	1969	1432
CC(C)CNC(=O)c1noc2c1CCCC2	1900	1551
CN(C)/C=C/C(=O)/C=C/c1ccc(Cl)cc1Cl	1766	1630
Cc1ccc2nc(-c3ccc(N4C(=O)CC(N5CCC(C(N)=O)CC5)C4=O)cc3)sc2c1 (stereo not drawn)	1658	1604
CN(CC(O)COc1ccccc1F)C1CCCCC1 (stereo not drawn)	1883	1442
CCn1c(CNC(=O)c2ccccc2F)nnc1SCc1nc2ccccc2c(=O)[nH]1	1734	1518
C=CCn1c(SCC(=O)Nc2ccc(-c3nc4ccc(C)cc4s3)cc2)nnc1-c1ccncc1	1679	1569
COc1cccc(C2C3=C(CC(C)(C)CC3=O)Nc3n[nH]c(C)c32)c1 (stereo not drawn)	2033	1737
Cc1cccc(NC(=S)NCCN2CCOCC2)c1	1774	1427
CC(C)Nc1nc(-c2ccncc2)nc(-c2ccc(Cl)cc2)c1C#N	2206	1531
CC1=NN(c2nc(-c3ccc(C)cc3)cs2)C(=O)C1N=Nc1ccc(C(N)=O)cc1 (stereo not drawn)	1777	1546
O=C(CCc1ccc(Oc2cc([N+](=O)[O-])cc([N+](=O)[O-])c2)cc1)Nc1cccc(Cl)c1	1574	1615
CCOC(=O)NC(=O)CSc1nc2ccc([N+](=O)[O-])cc2[nH]1	1939	1545
COc1ccccc1N1CCN(C(=O)c2oc3ccc(F)cc3c2C)CC1	1788	1697
Cc1c(C(=O)Nc2ccc(F)cc2)c2ccccn2c1CCc1ccncc1	1961	1646
Nc1ccccc1C#CCCCCO	1639	2204*
CCOC(=O)c1c(NC(=O)C2CCCCC2C(=O)O)sc2c1CCCCC2 (stereo not drawn)	2064	1741
O=C(CSc1nnc(Cn2c(=O)sc3ccccc32)n1-c1ccccc1)NCC1CCCO1 (stereo not drawn)	1887	1677
CCCn1ncc(CN2CCC(Cc3cccc(F)c3)(C(=O)OCC)CC2)c1C	1497	1435
O=C1OCCC1Sc1nc2cc(Cl)ccc2s1 (stereo not drawn)	1921	1626
O=c1c2sc3ccccc3c2[nH]c(=S)n1CCN1CCOCC1	1819	1787
N/C(=N\OC(=O)/C=C/c1ccccc1Cl)c1ccncc1	2037	1601
N#C/C(=C\c1cn[nH]c1-c1ccc(Cl)cc1)C(=O)NC1CC1	1724	1586
COc1ccc(C(=O)NC(C(=O)NCC(=O)Nc2c(C)cccc2C)C(C)C)cc1 (stereo not drawn)	1895	1679
O=c1cc(-c2ccc(O)cc2)oc2ccc(O)cc12	1616	1514
Oc1ccccc1Nc1nc(NCc2ccccc2)c2ccccc2n1	1556	1539
O=C(NC(Cc1ccccc1)C(=O)O)/C(=C/c1ccccc1)NC(=O)c1ccccc1 (stereo not drawn)	1839	1695
Cc1ccc(S(=O)(=O)NC(C)C(c2cccs2)N2CCOCC2)cc1 (stereo not drawn)	1801	1538
Cc1ccccc1CC1(CO)CCCN(C(=O)c2cc(Cl)ccc2F)C1 (stereo not drawn)	1888	1458
CCCC(OC(=O)CN1C(=O)COc2ccccc21)C(=O)NC1CCCC1 (stereo not drawn)	1725	1495
CCOC(Cn1cc(C)c(=O)[nH]c1=O)OCC	1467	1393
O=[N+]([O-])c1ccccc1/C=C/C=N/N1CCCCC1	1917	1687
CCOC(=O)c1sc(N/N=C/c2ccccc2)nc1C	1886	1670
O=C(Nc1cc(S(=O)(=O)Nc2ccc(Cl)cc2)ccc1O)c1ccc(S(=O)(=O)N2CCCCCC2)cc1	1875	1661
CCCc1nc2ccccc2n1Cc1ccccc1OC	1746	1590
CCOc1ccc(CN2C(=O)c3ccccc3C2=O)cc1C(=O)Nc1nnc(SCC)s1	1925	1547
CC1CCCC(NC(=O)COC(=O)Cc2ccc(Br)cc2)C1C (stereo not drawn)	1730	1463
Cc1cc(Cl)ccc1OCC(=O)NCCCn1ccnc1	1894	1455
COc1ccc(/C=N/NC(=O)CNC(=O)C2COc3ccccc3O2)cc1OC (stereo not drawn)	1748	1836

Fetched by compound from above, three records:
SMILES	SRC1 TRFRET art	SRC3 TRFRET art
Cc1cc(Cl)ccc1OCC(=O)NCCCn1ccnc1	1894	1455
CCOC(=O)c1sc(N/N=C/c2ccccc2)nc1C	1886	1670
COc1ccc(/C=N/NC(=O)CNC(=O)C2COc3ccccc3O2)cc1OC (stereo not drawn)	1748	1836

Following part
SMILES	SRC1 TRFRET art	SRC3 TRFRET art
Cn1c(=O)[nH]c(=O)c2c1nc(N1CCOCC1)n2CC(=O)c1ccccc1	1485	1433
CCOC(=O)c1cc(CC)sc1/N=C/C1C(=O)CCCC1=O	1872	1494
Cc1nn(Cc2ccccc2Cl)c(C)c1C(=O)NCCN1C(=O)S/C(=C\c2ccccc2)C1=O	1779	1547
CC(C)C(=O)N1CCN(c2ccccc2NC(=O)c2ccc(C#N)cc2F)CC1	2117	1591
C/C(=N\NC(=O)C1CC1)c1ccc(N2CCOCC2)cc1	1665	1708
COc1cc(OC)c(NC(=O)c2ccc(F)cc2)cc1Cl	1726	1378
C[n+]1c2n(c3ccccc31)N=C(c1ccc(-c3ccccc3)cc1)CS2	1707	1517
CN(C)c1nccc(NCc2ccccc2)c1C#N	1886	1790
O=C(NCCCN1CCOCC1)/C(=C/c1ccc(F)cc1)NC(=O)c1ccccc1	1587	1355
CCOC(=O)C1=C(C)C(c2cccc(Oc3ccccc3)c2)NC(=S)N1 (stereo not drawn)	1834	1536
C#C[C@]1(O)CC[C@H]2[C@@H]3CCc4cc(OC5CCCC5)ccc4[C@H]3CC[C@@]21C	1825	1541
COC(=O)C1=C(C)N(C)C(=S)N(C)C1c1ccc(OC)cc1 (stereo not drawn)	1721	1467
CCOC(=O)C1(Cc2cccc(F)c2)CCN(C(=O)c2cnc(C)cn2)CC1	1982	1488
O=C(COc1ccc(Cl)cc1)NCc1nnc(SCC(=O)N2CCCC2)o1	1915	1651
CCN1CCN(c2ccc(S(=O)(=O)N3CCCC3)cn2)CC1	1690	1624
Cn1cc(C(=O)N/N=C/C=C/c2ccccc2)ccc1=O	1926	1658
CCOc1cc(C(=O)NC)cc(Br)c1OC	1925	1684
CCC(=O)NCCCCCCCCCNC(=O)CC	1799	1471
COc1ccc(NC(=O)CN2CCN(CC(=O)Nc3ccc4c(c3)OCO4)CC2)cc1	1671	1505
C#CCNC(=O)C1=C[C@@H](C(C)(C)C)C[C@@H](OCc2ccc(CO)cc2)O1	1610	1695
O=S(=O)(c1ccc(NC(=S)NN=C2CCCCC2)cc1)N1CCOCC1	1721	1746
Cc1cccc(Cn2c(Cc3ccccc3)nc3ccccc32)c1	1840	1542
CN(c1ccccc1C(=O)Nc1ccc(S(=O)(=O)N2CCOCC2)cc1)S(=O)(=O)c1ccccc1	2052	1443
COc1ccccc1N(C1=NCCCS1)S(=O)(=O)c1ccc(C(C)(C)C)cc1	1785	1457
COc1ccc(/C=C/C(=O)c2ccc(OC)cc2O)cc1	1818	1586
Cc1ccc2ccc(C(Nc3cccc(C(F)(F)F)c3)c3cccnc3)c(O)c2n1 (stereo not drawn)	1587	1390
Cc1ccc(C(=O)NC(=S)Nc2ccccc2C)cc1	1632	1776
Cc1nn(C)c(C)c1NC(=O)CCl	1941	1627
Cc1nnc(N(C)C(=O)c2ccncc2)s1	1847	1610
COc1ccc(CN2C(=O)c3ccccc3C2=O)cc1C(=O)Nc1ccc(C)cc1C	1523	1545
COc1ccc(CC(NC(C)=O)C(=O)NC2CCN(c3c4c(nc5ncnn35)CCC4)CC2)cc1 (stereo not drawn)	1919	1639
CC(C)N1CCC(NC(=O)Nc2ccccc2)CC1	1985	1617
Cc1csc(NC(=O)CSc2nnc(C)c(=O)n2N)n1	1899	1604
Cc1ccc(CC2CC(=O)N(c3ccc(C)cc3)C2=O)cc1 (stereo not drawn)	1969	1741
Cc1occc1-c1nnc(-c2cc([N+](=O)[O-])cc([N+](=O)[O-])c2)o1	1803	1687
O=C(Nc1nc2ccc(Cl)cc2s1)c1ccc(N2CCCCC2)c([N+](=O)[O-])c1	1697	1583
CC(=O)C1=C(C)NC(=S)NC1c1cccc([N+](=O)[O-])c1 (stereo not drawn)	1643	1205
COC(=O)c1ccc(OCC(O)CN(CCO)CC(O)Cn2ccc3ccccc32)cc1 (stereo not drawn)	1597	1580
O=C(NC(Cc1c[nH]c2ccccc12)C(=O)N1CCOCC1)c1cccs1 (stereo not drawn)	1760	1619
S=C(NC1CCCCC1)N1CCN(Cc2ccccc2)CC1	1862	1451

Record cards, as listed above. Screens in order: SRC1 TRFRET art	SRC3 TRFRET art
`Cc1ccc(C(=O)NC(=S)Nc2ccccc2C)cc1` across the screens: 1632	1776
`S=C(NC1CCCCC1)N1CCN(Cc2ccccc2)CC1` across the screens: 1862	1451
`Cc1nnc(N(C)C(=O)c2ccncc2)s1` across the screens: 1847	1610
`O=C(Nc1nc2ccc(Cl)cc2s1)c1ccc(N2CCCCC2)c([N+](=O)[O-])c1` across the screens: 1697	1583
`CC(=O)C1=C(C)NC(=S)NC1c1cccc([N+](=O)[O-])c1` (stereo not drawn) across the screens: 1643	1205

Remaining list, next part:
SMILES	SRC1 TRFRET art	SRC3 TRFRET art
COC(=O)COc1cccc2c(=O)n(CC(=O)NCCc3ccccc3)ccc12	1752	1503
CSC1=N/C(=C\c2cccnc2)C(=O)N1c1ccccc1	1866	1529
O=C(COc1cccc(Br)c1)N/N=C1\CCCc2ccccc21	1632	1400
CC(C)OC(=O)/C(C#N)=C/c1ccc(-c2ccc(SC(F)F)cc2)o1	1798	1582
CCOC(=O)c1nnn(CC(=O)NC(=O)Nc2cccc(CC)c2)c1C(=O)OCC	1909	1615
CCOC(=O)C(NC(=O)NCc1ccc(OC)cc1)(OCC)C(F)(F)F (stereo not drawn)	1767	1606
COc1cc(/C=N/N2CCOCC2)ccc1OCc1ccccc1	1564	1432
CC(C)[C@H](NC(=O)c1ccccc1)C(=O)OCC(=O)NCCc1ccc(F)cc1	1654	1687
Cc1c(C(=O)Nc2ccccc2)sc2nc[nH]c(=O)c12	1599	1469
CCCCC(=O)Nc1ccc(C(=O)NNC(=S)NC(=O)c2cccs2)cc1	1624	1465
Cc1cccc(NC(=S)NC2CCCC2)c1	1564	1506
Cc1ccc(C2CCN(C(=S)NC(C)C)C2)cc1 (stereo not drawn)	1808	1314
Cc1ccc(NC(=O)C[n+]2ccn(C3=C([O-])c4ccccc4C3=O)c2)cc1	1786	1550
CC1(N2CCOCC2)C(=O)c2ccccc2C1=O	1663	1625
CSc1nc2ncc(-c3ccsc3)c(N)n2n1	1710	1483
Cc1cccc(N2C(=O)C3C4CC(=O)C(c5ccccc54)C3C2=O)c1C (stereo not drawn)	1546	1496
c1ccc2nc(-c3nc4ccccc4[nH]3)ccc2c1	1987	1509
Cc1ccc(S(=O)(=O)NCc2ccc(/C=C(/C#N)C(=O)NCc3ccccc3)o2)cc1	1733	1648
Cc1cc(C)c(OCCCON2C(=O)CCC2=O)c(Br)c1	1655	1528
O=C(N/N=C/c1c(O)n(-c2ccc(Cl)cn2)c(=O)c2ccccc12)c1ccncc1	2135	1496
O=C(Nc1cccc(Cl)c1)/C(=C\c1cccnc1)NC(=O)c1ccco1	1708	1508

Screening results deposited in PubChem BioAssay by The Scripps Research Institute Molecular Screening Center.
